Bioassay records as filed in PubChem.
MITF act: activators of MITF-driven TRPM1 promoter activity in SK-MEL-5 cells; SK-MEL-5 TRPM1-promoter luciferase, 24 h; % of positive control, neutral wells = 0; activation, % at 12.5 µM; actives 0.75% (n = 300,000); AID 588334;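 active = mean activation of at least 80% with every replicate also reaching 80%; inconclusive = mean reaches 80% but some replicate falls short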;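 also: 0% = neutral control wells and 100% = parthenolide positive control wells; values of inactives mirror those of a sister screen read the other way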
HTR5A ag: HTR5A agonism, opioid heterodimer counter-screen; actives 0.61% (n = 340,000); P47898; HTR5A agonist assay, luminescence, cell-based; activation, % at 9.3 µM; in the data active = activation mostly above about 9.5%, no sharp cut-off; inactive = mostly below about 7.6%;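 also: 0% = cells with vehicle only and 100% = reference agonist; strong numbers were not always called active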
HTR5A inv ctr: inverse agonist of human HTR5A in OPRM1-OPRD1 counter-screen; HTR5A cell line, luminescence, inverse agonism; P47898; actives 0.083% (n = 340,000); inhibition, % at 9.3 µM; AID 504634; in the data active = inhibition mostly above about 23%, no sharp cut-off; inactive = mostly below about 18%;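 also: 0% = cells with DMSO and 100% = no-cell wells with DMSO; some compounds called inactive have numbers as strong as hits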
V-ATPase pH: regulators of yeast V-ATPase proton transport. response, % at 10 µM. AID 504577. actives 0.37% (n = 350,000). S. cerevisiae, pHLuorin cytosolic pH fluorescence; in the data active = response mostly above about 7.3%, no sharp cut-off; inactive = mostly below about 5.4%; also: actives read high; inactives centre near 0; some compounds called inactive have numbers as strong as hits; reference of the scale not given here
PvdQ acylase: blocks Pseudomonas aeruginosa PvdQ acylase activity; purified PvdQ acylase, fluorescence plate reader; inhibition, % at 10 µM; actives 0.063% (n = 340,000); AID 488965; in the data active = inhibition above about 30%, passing the limit was not always enough; inconclusive = no clear call, values can overlap the other calls;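 also: 0% = vehicle neutral wells and 100% = reference inhibitor wells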
NSD2 inh: blocks human histone methyltransferase NSD2 | inhibition, % at 12.5 µM | actives 0.54% (n = 310,000) | NSD2 peptide methylation, AlphaScreen, 120 min | O96028 | AID 743445; in the data active = inhibition above about 50%
Wnt act: Wnt/beta-catenin pathway activation; activation, % at 9.35 µM; Wnt/beta-catenin reporter cell assay, activator, plate reader; actives 1.2% (n = 300,000); AID 743398; in the data active = activation above about 30%, passing the limit was not always enough; inconclusive = no clear call, values can overlap the other calls;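 also: 0% = neutral control wells and 100% = positive control wells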
dFosB activator: enhances mouse delta FosB homodimer DNA binding. purified delta FosB, TAMRA-CDK5 oligo fluorescence polarization; percent of positive-control signal above neutral wells. actives 0.99% (n = 340,000). AID 493131. activation, % at 25 µM. P13346;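 active = mean activation above about 17%, with every replicate also reaching it, limit read from the data, passing the limit was not always enough; inconclusive = only one of the two conditions met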;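 also: fluorescence polarization rise as delta FosB binds a TAMRA Cdk5 AP-1 oligo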
Target sequence (P13346 whole entry, looked up): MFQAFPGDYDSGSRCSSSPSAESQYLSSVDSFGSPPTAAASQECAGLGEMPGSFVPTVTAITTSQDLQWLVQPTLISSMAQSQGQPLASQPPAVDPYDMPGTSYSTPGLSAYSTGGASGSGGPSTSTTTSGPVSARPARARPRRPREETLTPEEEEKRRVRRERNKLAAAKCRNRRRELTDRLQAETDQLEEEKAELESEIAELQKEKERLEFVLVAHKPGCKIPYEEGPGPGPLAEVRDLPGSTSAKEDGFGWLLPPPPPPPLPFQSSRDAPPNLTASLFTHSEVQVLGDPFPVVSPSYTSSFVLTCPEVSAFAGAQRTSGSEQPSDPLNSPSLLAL
SR-BI HDL uptake: blocks mouse SR-BI lipid uptake from DiI-HDL; ldlA[mSR-BI] CHO cells, DiI-HDL uptake fluorescence, 3 h; inhibition, % at 12.5 µM; actives 0.96% (n = 320,000); AID 488896;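 active = mean replicate inhibition of at least 70% and a set share of replicates each scoring 70 or more; inconclusive = meets just one of the two criteria; inactive = fails both criteria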;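 also: 0% = median of neutral control wells and 100% = median of positive control wells; values of inactives mirror those of a sister screen read the other way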
Target sequence (Q61009 whole entry, looked up): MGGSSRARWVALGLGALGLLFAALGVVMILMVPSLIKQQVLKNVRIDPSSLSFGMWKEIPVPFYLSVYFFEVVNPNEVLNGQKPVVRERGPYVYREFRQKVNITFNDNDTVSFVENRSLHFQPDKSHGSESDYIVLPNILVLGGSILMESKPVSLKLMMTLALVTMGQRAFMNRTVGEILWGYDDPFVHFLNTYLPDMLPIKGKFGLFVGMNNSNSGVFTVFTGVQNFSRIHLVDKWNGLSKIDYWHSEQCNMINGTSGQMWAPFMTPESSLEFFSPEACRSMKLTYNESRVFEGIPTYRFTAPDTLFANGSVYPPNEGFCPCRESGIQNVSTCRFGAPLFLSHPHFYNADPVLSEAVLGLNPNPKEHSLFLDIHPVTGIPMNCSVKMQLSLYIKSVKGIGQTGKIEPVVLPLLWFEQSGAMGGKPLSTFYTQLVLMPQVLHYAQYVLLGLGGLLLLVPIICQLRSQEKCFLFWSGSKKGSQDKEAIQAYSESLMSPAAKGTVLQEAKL
CDK5 p35 inh: inhibitors of human CDK5/p35 kinase; Q00535+Q15078; Recombinant CDK5/p35, ADP-Glo luminescence, 60 min; inhibition, % at 10 µM; actives 0.01% (n = 330,000); AID 488839;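 active = highest replicate inhibition of at least 50% and at least 75% of replicates reaching 50%; inconclusive = only one of the two criteria met; inactive = both criteria failed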;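 also: plate controls were DMSO neutral control for no effect and GW8510 at 10 µM for full effect; many of its hits are not listed in these tables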
Starred values were filed as active, the others as inactive; ? = inconclusive; / = not tested or not shown.

SMILES	MITF act	HTR5A ag	HTR5A inv ctr	V-ATPase pH	PvdQ acylase	NSD2 inh	Wnt act	dFosB activator	SR-BI HDL uptake	CDK5 p35 inh
Cc1cccc2cc(CN(Cc3nnnn3Cc3ccccc3)C3CCCC3)c(=O)[nH]c12	-15	-1	-7	3	-8	/	/	-6	20	1.5
Cc1cc(C)c(C(=O)COC(=O)[C@H](C)Nc2ccc(C(F)(F)F)cc2[N+](=O)[O-])c(C)c1	-15	0	0	3	-3	0	-5	-8	-178	-0.6
CSc1nnc(-c2cc3c(-c4ccccc4)nn(C)c3s2)n1C	13	-2	5	-2	1	3	-4	-3	1	-1.6
COCCCNC(=S)N/N=C/c1ccc2ccccc2c1	/	2	13	0	-6	0	1	-10	3	-0.2
Cc1nc(NC(=O)CCl)sc1C(=O)N(C)C	-3	-1	-30	2	-7	-3	0	-5	-24	-5.3
O=C(O)c1ccc(C2Nc3ccccc3C(=O)N2Cc2ccccc2)cc1 (stereo not drawn)	10	8	-20	1	-17	1	2	-11	-19	2.4
CCc1ccccc1Oc1ccc(S(=O)(=O)N2CCN(C)CC2)cn1	20	2	-7	0	-5	1	11	-11	1	3.4
COc1ccc(CCNC(=O)CN2C(=O)NC3(CCc4ccccc43)C2=O)cc1 (stereo not drawn)	-10	-4	-22	2	-30	-4	7	-8	20	-0.2
COc1ccccc1CCNC(=O)CCCn1nc(C)c2c(C)n(-c3ccc(C)cc3)nc2c1=O	-12	-1	15	0	-15	-5	-1	-14	13	0.5
CC(=O)Nc1ccc(S(=O)(=O)Oc2ccc(C=O)cc2)cc1	0	-1	2	-1	5	-3	/	0	-2	0.9
CC1(CCc2ccccc2)NC(=S)N(c2ccc(Cl)cc2)N1 (stereo not drawn)	3	4	-14	-4	9	10	6	-5	-2	0.0
COCCNC(=O)CN1C(=O)NC2(CCCc3cc(OC)ccc32)C1=O (stereo not drawn)	-3	0	-1	0	-14	/	-1	-3	-6	0.2
NC(=O)NOCc1ccccc1	1	-5	-25	5	0	-2	-2	-2	-26	0.3
Cn1c(=O)c2[nH]c(SCC(=O)c3ccc(F)cc3)nc2n(C)c1=O	-5	-1	-16	2	-1	3	1	7	-5	-0.2
CCOC(=O)c1c(C)[nH]c(C)c1-c1ccccc1OC	3	8	-19	-2	-5	/	/	-6	-26	-0.7
COc1cccc(C(=O)C2CCCN(Cc3ccc(OC)c(Cn4cncn4)c3)C2)c1 (stereo not drawn)	2	-1	-5	12	9	-1	-2	-15	/	5.2
O=C(Cc1ccccc1)Nc1ccnn1C1CCN(Cc2ccc(CO)o2)CC1	-5	0	5	0	-10	0	0	-6	-6	-2.1
C[C@@H]1C(c2ccc(F)cc2)=NN(c2ccc(Br)cc2)[C@H]1C(=O)N1CCOC1=O	3	1	-3	-4	-14	/	-2	-2	16	0.3
COc1ccc(NC(=O)[C@H](CCS(C)(=O)=O)N2Cc3ccccc3C2=O)c(OC)c1	-11	-3	8	-3	-3	/	-1	-1	4	0.0
COC(=O)c1c(NC(=O)CSc2nnc3ccccn23)sc2c1CCC2	0	6	-16	2	-9	2	-1	-13	-3	1.0
COc1ccc(-c2csc(NC(=O)CN3C(=O)C4CCCCC4C3=O)n2)c(OC)c1 (stereo not drawn)	16	-3	7	-3	18	2	-1	-5	?	3.4
O=C(c1cn(-c2ccccc2)nc1-c1cccnc1)N1CCCC(C(F)(F)F)C1 (stereo not drawn)	-7	0	-1	3	-4	0	-3	-15	50	0.5
O=C(CSc1nnc(-c2ccccc2F)n1C1CCCCC1)N1CCCC1	/	1	-4	-6	-2	-1	0	-2	0	-1.4
O=c1[nH]cc(S(=O)(=O)N2CCOCC2)c(=O)[nH]1	2	-5	14	0	-11	-5	0	-1	-16	0.5
COc1ccc(-c2nn(-c3ccccc3)cc2C(=O)Nc2cccc(S(=O)(=O)NC3=NCCC3)c2)cc1	1	0	0	-3	-1	0	-4	-7	20	-0.1

Carrying on.
SMILES	MITF act	HTR5A ag	HTR5A inv ctr	V-ATPase pH	PvdQ acylase	NSD2 inh	Wnt act	dFosB activator	SR-BI HDL uptake	CDK5 p35 inh
COc1ccc(Cn2c(=O)[nH]c3cc(C(=O)NCCCN4CCCCC4)ccc3c2=O)cc1	/	2	-6	-1	-22	/	/	-2	-1	-1.9
Cc1cc2ccccc2n1CCNC(=O)C1CCCCC1	-18	-1	-28	4	-5	/	9	-15	-1	-5.2
CC(C)c1nc(C(=O)N2CCc3c([nH]c4ccccc34)C2c2ccccn2)cs1 (stereo not drawn)	-9	/	/	0	9	-9	-2	-8	14	0.5
CCCCNC(=O)c1cc2n(n1)C(C(F)(F)F)CC(c1ccccc1)N2 (stereo not drawn)	-5	2	-20	-2	-16	0	/	-3	11	-0.4
O=C1CCC(C(=O)N(CCO)Cc2ccccc2)CN1CC1CCCCC1 (stereo not drawn)	1	0	7	0	-7	2	-1	-8	-24	-1.3
CN(C(=O)COC(=O)c1ccccc1C(=O)c1ccccc1)c1ccccc1	-6	-1	3	1	-1	0	0	-13	-3	-1.8
Cc1cccc(C)c1NC(=O)COC(=O)c1cc(=O)[nH]c2ccccc12	-2	3	-7	2	-5	25	0	42*	-18	0.0
CCOC(=O)N1CCC(NC(=O)c2cc(C(=O)NCC(OC)OC)ccc2CO)CC1	6	-8	21	4	-10	5	-3	14	18	2.6
CCOc1ccc(OCC(=O)OCc2csc(CC(=O)Nc3ccccc3C)n2)cc1	-7	2	-7	-1	-4	-1	0	-5	-24	-0.5
Cc1ccc(-c2cc(-c3ccccc3)[nH]c(=S)c2C#N)cc1	1	6	11	3	-11	-2	-5	-9	-8	3.0
O=S(=O)(NNC(=S)Nc1ccc(S(=O)(=O)Nc2ncccn2)cc1)c1ccc(Br)cc1	5	4	-10	2	-4	1	-1	-2	-46	-0.3
C=CCN1C(=O)CSc2ccc(C(=O)OCC)cc21	6	1	-4	-1	-13	-5	/	-6	24	-0.9
Cc1c(C)c2cc(Cl)c(OC(C)C(=O)NCCN3CCOCC3)cc2oc1=O (stereo not drawn)	0	1	-3	-3	-6	-1	4	-7	-7	0.1
CC1(C)NC(=O)N(CCOCCOc2ccc3ccccc3c2Br)C1=O	20	4	-7	-1	-16	-5	17	-5	30	-2.4
Cn1c(Oc2ccc(F)cc2)c(C=O)c2ccccc21	-18	3	-8	4	0	-7	-12	-6	26	0.4
Cc1cccc(NC(=S)N(CCc2nc3cc(C)c(C)cc3[nH]2)Cc2cccnc2)c1	-10	6	-14	4	-3	/	4	0	10	-2.2
Cc1ccccc1-c1nc(CN2CCC(C(=O)NC3CCN(Cc4ccccc4)CC3)CC2)c(C)o1	-29	1	-2	5	-5	/	4	0	-12	2.2
CC(=O)NC(=O)Nc1sc(=S)n(C)c1C	1	4	6	0	-7	-2	/	5	-8	-3.5
CC1CCCCN1C(=O)CN1C(=O)CN(C)C(=O)c2ccccc21 (stereo not drawn)	-2	1	6	2	4	3	1	-2	17	-1.5
COc1cc(OC)c2nc(C)c3c(c2c1)N(c1ccc(O)cc1)CC3	-5	-2	10	0	-30	4	/	47*	-42	0.5
O=C(O)CCCn1cc(NC(=O)c2cccc(F)c2)cn1	-1	3	-23	6	-18	-3	0	6	8	-1.9
NC(=O)c1ccccc1NC(=O)C(c1ccccc1)c1ccccc1	5	2	5	5	-16	-1	1	1	-16	-3.7
Cc1cc2occ(CC(=O)N(C)CC(=O)Nc3c(C)cccc3C)c2cc1C	-2	3	-8	-4	1	0	-7	-11	23	-0.9
Cc1ccc(CN2C(=O)CCC2(C)C(=O)NCc2cccnc2)cc1 (stereo not drawn)	-4	7	5	2	-12	-3	-2	-4	0	1.1
COc1ccc(OCc2nc3ccccc3[nH]2)cc1	72	0	-13	1	0	/	/	1	-14	1.1

The final three entries of the section before lead into the next.
SMILES	MITF act	HTR5A ag	HTR5A inv ctr	V-ATPase pH	PvdQ acylase	NSD2 inh	Wnt act	dFosB activator	SR-BI HDL uptake	CDK5 p35 inh
Cc1cc2occ(CC(=O)N(C)CC(=O)Nc3c(C)cccc3C)c2cc1C	-2	3	-8	-4	1	0	-7	-11	23	-0.9
Cc1ccc(CN2C(=O)CCC2(C)C(=O)NCc2cccnc2)cc1 (stereo not drawn)	-4	7	5	2	-12	-3	-2	-4	0	1.1
COc1ccc(OCc2nc3ccccc3[nH]2)cc1	72	0	-13	1	0	/	/	1	-14	1.1
COc1ccc(Cl)cc1S(=O)(=O)NC(C)C(=O)NCc1cccnc1 (stereo not drawn)	-4	0	1	4	-12	-5	0	8	/	0.4
Cc1ccc(C(=O)Cn2c(C(=O)OCCO)cc3ccccc32)cc1	-17	10	-2	-2	-11	-1	-4	-13	-6	0.0
CCOC(=O)Cc1cc(=O)n2[nH]c(C)c(-c3ccccc3)c2n1	/	1	-4	-3	11	6	2	-10	-10	0.5
O=c1cc2c(nn1Cc1ccc(Cl)cc1)-c1ccccc1CC2	-1	2	-6	0	2	2	-6	-14	-22	0.7
COc1ccc(CC(=O)c2cc(OC)c(OC)cc2CC(=O)O)cc1OC	-4	1	-2	3	-7	-1	-2	3	-11	-0.4
Oc1ccc(CN2CCN(c3ccccc3)CC2)c2cccnc12	-53	1	-9	4	-2	/	/	-8	20	0.8
Cc1ccc(S(=O)(=O)N2CCCCC2CCNC(=O)C(=O)NCC2CCCO2)cc1 (stereo not drawn)	4	0	1	1	-9	0	2	-5	-1	-0.7
Cc1ccccc1NC(=O)c1cc2ccccc2o1	50	-3	12	14*	6	-4	18	-8	-13	0.9
O=S(=O)(c1ccc(Cl)cc1)c1nc(-c2ccccc2F)oc1NCCCN1CCOCC1	11	3	2	-1	-6	0	-2	-11	-6	-0.7
COCCOc1ccc(C(F)(F)F)cc1NC(=O)c1ccccc1	-5	3	0	-2	-14	-1	6	-8	3	0.5
O=C1OCCC1Sc1nc2ccccc2s1 (stereo not drawn)	-1	4	-11	-1	-7	-1	/	-6	-5	-1.3
CCOC(=O)C1(CCCc2ccccc2)CCN(C(=O)c2cc(C)nn2CC)CC1	0	4	-6	-1	-5	1	-3	-9	4	0.1
O=[N+]([O-])C1=C(Nc2cccc3ccccc23)CS(=O)(=O)C1	2	-1	-16	-1	-12	7	-1	5	-3	0.9
CN(C)c1oc(-c2ccccc2)nc1C#N	14	2	-11	1	-12	6	/	3	-5	0.7
CCOC(=O)N1CCN(c2c(NCCCN(CC)CC)c(=O)c2=O)CC1	/	1	5	1	-15	3	-6	3	-20	-0.6
Cc1ccc(-n2cc(C(=O)c3cc(Cl)ccc3O)cc(C#N)c2=O)cc1	-7	7	-25	-1	-3	1	/	-9	64	-0.7
COc1cc([N+](=O)[O-])ccc1NC(=O)CSc1nncn1-c1cccnc1	5	-6	15	1	-8	-7	-4	1	/	-2.2
c1cnc2ccc(C(c3nnnn3C3CCCCC3)N3CCN(C4CCCCC4)CC3)cc2c1 (stereo not drawn)	/	-2	10	5	-10	/	-8	-6	-22	1.1
Cc1ccc(/C=C2/SC(=O)NC2=S)o1	-1	1	2	1	-1	177*	/	-27	10	2.2
COC(=O)c1oc2ccc(Br)cc2c1NC(=O)CCN1CCOCC1	/	3	-4	-4	7	10	/	0	-5	1.0
Cc1ccccc1-c1noc(-c2ccccc2C(=O)NCC2CCCO2)n1 (stereo not drawn)	8	-4	-9	-7	2	-1	2	1	-11	-0.8
